RmlC RmlD mix: RmlC and RmlD coupled enzyme inhibitors, primary screen, biochemical, 384-well, compound mixtures, retest; RmlC/RmlD coupled enzyme inhibition, 384-well mixture HTS; inhibition, % at 5.5 µM; 110,000 compounds, 0.39% hits; AID 1532, 2009; in the data active = inhibition above about 30%, passing the limit was not always enough; also: strong numbers were not always called active
RT RNaseH block: HIV-1 RT RNase H inhibitors, primary screen, biochemical, fluorescence. Gag-Pol polyprotein (Human immunodeficiency virus type 1 group M subtype B (isolate …. RT-RNase H RNA/DNA duplex cleavage. inhibition, % at 10 µM. 65,000 compounds, 1.9% hits. AID 565, 2006; in the data active = inhibition above about 50%
* = called active by the depositor; x = not tested or not shown. The list is partial; the hit share may differ from the screen's.

SMILES	RmlC RmlD mix	RT RNaseH block
Cc1[nH]nc2c1C1(CCN(C(=O)OCc3ccccc3)CC1)C(C#N)=C(N)O2	3.1	-2.0
CCN(CC)c1ccc(C(=O)OCC(=O)c2ccco2)cc1	-5.9	-11.2
CNc1cc(CSC)nc(SCc2ccc(Cl)cc2Cl)n1	13.9	x
Cc1cc(C)cc(N=C(NO)c2cccc([N+](=O)[O-])c2)c1	1.8	x
O=C1/C(=C/c2ccc(F)c(F)c2)CSc2sccc21	-19.0	x
Cc1cc(NS(=O)(=O)c2ccc(NC(=O)C(c3ccccc3)c3ccccc3)cc2)no1	-8.7	x
O=C(Nc1nnc(C23CC4CC(CC(C4)C2)C3)s1)c1ccc(N2C(=O)CCC2=O)cc1	-12.6	x
CCOc1cc2c3c(c1)C(C)CC(C)(C)N3C(=O)C2=O (centres undefined)	0.0	x
Cc1noc(C)c1S(=O)(=O)N1CCC(C(=O)N2CCN(c3ccccc3Cl)CC2)CC1	3.8	-3.9
CCCS/C(N)=N/N=C/c1cc(C)ccc1O	9.7	x
O=C(O)C1=C[C@@H](C2CCCCC2)C[C@@H](OCCCCO)O1	9.0	x
COc1ccccc1/C=c1\sc2nc(-c3ccncc3)nn2c1=O	x	-13.0
O=c1c2ccccc2oc2ncccc12	-9.0	-13.9
CCOC(=O)c1oc2cc(C)cc(O)c2c(=O)c1-c1csc(C)n1	13.3	x
CCC1=C(OC(=O)N(CC)CC)N2C(=O)OC(=NCC(=O)OC)[C@]2(C)[C@H]2C1=CC[C@H]1C(=O)N(CC)C(=O)[C@H]12	9.3	x
Clc1c(CSc2nc3ccccc3o2)nc2ccccn12	x	-74.6
Cc1ccc(S(=O)(=O)/N=C(\CN2CCCCC2)N2CCOCC2)cc1	-9.8	-8.8
Cc1cc(Cl)ccc1N(CC(=O)N=Nc1c(O)[nH]c2ccccc12)S(C)(=O)=O	3.6	x
CNC(=O)NC(=O)CSc1ccc(NC(C)=O)cc1	7.8	-0.4
[O-][N+]12CC[N+]([O-])(CC1)c1ccccc12	3.1	1.2
Cc1nn(CC(=O)Nc2ccccc2)c(=O)c2ccccc12	-12.1	0.7
CN(C)S(=O)(=O)c1ccc(C(=O)OCC(=O)c2ccc(OC(F)F)cc2OC(F)F)cc1	-1.2	1.8
Cn1nc(-c2ccc(Cl)cc2)c2cc(C(=O)NCCCN3CCOCC3)sc21	9.3	-23.1
Cc1ccc2cc(CN(CC(C)C)C(=O)C3CCCO3)c(=O)[nH]c2c1 (centres undefined)	11.0	7.0
CCOc1ccc(C2C(C#N)=C(N)Oc3cc(C)n(Cc4ccco4)c(=O)c32)cc1OC (centres undefined)	10.5	-2.4
CCC(=O)Nc1nc(N)n(-c2ccccc2)n1	-11.3	x
COc1ccc(C(=O)NNC(=O)c2cnccn2)cc1[N+](=O)[O-]	-3.7	x
COc1cc(C2NC(=O)NC(C)=C2C(=O)OC(C)(C)C)ccc1OCC(N)=O (centres undefined)	13.0	-1.7
c1nnc(NC2=NCCCCC2)s1	-14.2	-1.1
COc1cccc(CNc2ccc3c(c2)CCC3)c1	9.1	x
CCN1CCCC1CNC(=O)c1ccccc1Cl (centres undefined)	14.3	x
Cc1cc(C)c2cc3c(ccn3C3OC[C@H](O)[C@H](O)[C@H]3O)cc2n1 (some centres undefined)	8.1	-12.6
Nc1ccc(O)cc1C(=O)OCC(=O)C12CC3CC(CC(C3)C1)C2	-21.0	16.2
COC(=O)c1ccc(/C=N/NC(=O)CC(=O)NCC(C)C)cc1	31.3	x
O=C(CSc1nnc(C2CC2)n1-c1ccccc1)Nc1ccc(N2CCOCC2)cc1	-8.4	x
Cc1ccc(-n2nnnc2SCn2nnc3ccccc3c2=O)c(C)c1	-6.4	x
Cc1ccc(F)cc1NC(=O)C1CCN(c2cnccn2)CC1	6.3	-6.6
Cc1nn(C)cc1CN(C)C(=O)c1cc2nc(-c3ccco3)cc(C(F)(F)F)n2n1	-7.7	-10.6
COCCCNCCOc1cc(C(C)C)ccc1C	9.7	-5.5
COc1cccc(Nc2cc(C)nc3ccccc23)c1	6.9	-4.9
Cc1ccc(Cl)cc1N1CCN(C(=O)c2cc3c(=O)n(C)c4ccccc4c3n2C)CC1	8.0	18.7
O=C(NCCN1CCOCC1)c1ccc([N+](=O)[O-])cc1[N+](=O)[O-]	0.2	x
CC(=O)Oc1ccc(-c2ccc(C(=O)O)cc2)cc1	6.3	-4.3
CCOc1ccc(-c2cc(N3C(=O)Nc4ccccc4N3O)on2)cc1	-10.3	x
COC(=O)CCCCCNc1ccc(C(=O)OC)cc1N	-8.5	3.9
COc1ccc(CCNC(=O)c2c(C)noc2C)cc1	0.6	x
COc1cc2c(C(=O)N3CCN(c4cccc(Cl)c4)CC3)cn(C)c(=O)c2cc1OC	-16.4	x
CCO[C@@H]1OC(C(=O)N2CCN(Cc3ccccc3)CC2)=C[C@H](c2coc3ccccc3c2=O)[C@H]1CCCO	6.5	x
O=C(c1ccncc1)c1nccn1-c1ccccn1	2.8	-0.6
CCC(=O)Nc1cc2c(C)cc(=O)oc2cc1C	-9.2	x
COc1cc(C(=O)NCCC(=O)NCCN2CCOCC2)cc(OC)c1OC	-4.0	12.2
N#Cc1c(N)n[nH]c1Cc1cccc2ccccc12	-7.5	x
C[C@@H]1C2C[C@@]34COC(=O)C3=CC=C[C@H]4[C@@]13C[C@H](c1ccoc1)O[C@@H]3O2	-9.2	x
Cc1cccc(C(=O)N=c2c(C#N)cc3c(=O)n4cccc(C)c4nc3n2Cc2ccco2)c1	-59.1	x
CCN(CC)C(=O)CSc1nnc(CCN)o1	92.8	-7.0
O=C(NCc1ccco1)C(C(=O)c1ccc(F)cc1)n1ccccc1=O (centres undefined)	5.8	0.6
O=C1C2C3C=CC(C3)C2C(=O)N1c1ccncc1 (centres undefined)	x	4.5
CCOc1cccc(OCCCNCCCOC)c1	x	4.9
Cc1ccc(-n2nc3ccc(NC(=O)c4ccc5c(c4)OCO5)cc3n2)cc1	3.5	x
O=C(OCC(O)C(O)COC(=O)c1ccccc1)c1ccccc1 (centres undefined)	-13.4	8.7

New compounds follow
SMILES	RmlC RmlD mix	RT RNaseH block
Cc1ccc(C(C(=O)NC2CCCCC2)N(C(=O)c2csnn2)C2CCCC2)o1 (centres undefined)	7.8	-0.2
Cc1cc(Oc2ccccc2)nc(SCC(=O)Nc2ccc(Cl)cc2Cl)n1	-6.3	x
CC(=O)Nc1cccc(NC(=O)C2CCCN2C(=O)Nc2cccc(F)c2)c1 (centres undefined)	6.7	-21.0
COc1cc([C@@H]2c3cc4c(cc3[C@@H](OC)[C@H]3COC(=O)[C@H]23)OCO4)cc(OC)c1O	5.9	x
O=C1CC(N2CCN(c3ccc(S(=O)(=O)N4CCCC4)cc3)CC2)C(=O)N1c1ccc(F)cc1 (centres undefined)	-4.1	2.1
CCN(CC)CCOC(=O)c1cccc(OC)c1	x	-2.9
CCOc1ccccc1C1CC(=O)NC2=C1C(=O)CC(C)(C)C2 (centres undefined)	-9.6	15.1
O=c1[nH]c(=O)n(C2CCCO2)cc1Br (centres undefined)	6.6	-6.5
COc1ccc(/C=C/C(=O)c2ccc(Cl)cc2)c(OC)c1	-12.8	x
Cc1ccc(/C=C/C(=O)O)cc1S(=O)(=O)NCCCO	4.2	x
Cc1nn(C)c(C)c1CN(C)C(=O)c1cnn2c1NC(c1ccccc1)CC2C(F)(F)F (centres undefined)	-12.1	-2.6
CCCCOc1ccccc1P(=O)(O)CP(=O)(c1ccccc1)c1ccccc1	-15.6	-0.4
CC(CC(=O)Nc1ccc2c(c1)OCCO2)c1ccccc1 (centres undefined)	5.2	x
CC1(C)Cc2nc(-c3ccccc3)n3cnnc3c2CO1	-13.7	-8.8
CN(C)CC(=O)N1c2ccccc2CCc2ccc(NC(=O)c3ccc(N)cc3)cc21	-12.1	9.2
COc1ccc(NC(=S)Nc2ncccc2C)c(OC)c1	-12.2	x
CCOC(=O)N1CCN(C(=O)C2CCN(S(=O)(=O)c3cc(Cl)ccc3Cl)CC2)CC1	5.0	-3.8
COC(=O)Nc1ccc(NC(C)=O)cc1	7.9	-2.6
Cc1noc(C)c1S(=O)(=O)N(C)CC(=O)Nc1ccc(F)cc1	14.1	x
Cc1ccc(NC(=O)Cc2nc(CSc3nnc(-c4ccc5c(c4)OCO5)o3)cs2)cc1	-17.3	4.7
CCCNC(=O)Nc1cc(C)on1	-9.2	-10.4
O=c1cc(-c2ccc(O)cc2)oc2cc(O)c(C3OC(CO)C(O)C(O)C3O)c(O)c12 (centres undefined)	18.9	x
On1c(-c2ccco2)nc2c1CCc1nonc1-2	9.8	14.1
O=C(NCc1ccco1)c1ccc(COCC(F)(F)C(F)F)cc1	4.4	-46.8
COc1ccc(-n2nc(C(=O)Nc3ccc4c(c3)OCO4)c3ccccc3c2=O)cc1	x	-17.3
CCCCCCNC(=O)c1c(N)n(/N=C/c2ccco2)c2nc3ccccc3nc12	x	71.2*
CC1=CC(C)(C)N(S(=O)(=O)c2ccc(F)cc2)c2ccccc21	9.0	x
COc1cccc(OC)c1C(=O)Nc1ccc(N2CCN(S(C)(=O)=O)CC2)cc1	-30.2	9.2
Cc1nnc2sc(-c3ccco3)nn12	8.9	4.1
CCN(CC)C(c1ccc(F)cc1)c1nnnn1CC1CCCO1 (centres undefined)	6.0	x
Cc1cc(-c2ccccc2)nc2cc(C(N)=O)nn12	-8.6	6.1
COc1cc(Cl)c(C)cc1NC(=O)COC(=O)c1cnc(C)cn1	-5.4	-13.9
CCCn1nc2cc(C(=O)NCCCCc3ccccc3)ccc2c1OCC	-14.5	x
N#Cc1cccc(NC(=O)c2nc(-c3ccccc3)n(-c3ccccc3)n2)c1	-9.0	7.4
O=[N+]([O-])c1ccc(C(=S)N2CCN(Cc3ccccc3)CC2)cc1	6.2	x
COc1cccc(NC(=O)N2CCN(Cc3nc4ccccc4c(=O)[nH]3)CC2)c1	x	-0.2
Cc1ccccc1NC1=NCC(C)S1 (centres undefined)	-9.9	-9.0
Cc1occc1C(=O)NCCc1ccc(Cl)cc1	-5.1	x
CCc1ccc2c(c1)C(c1cccs1)=NNC(c1cccnc1)=N2	-16.0	x
O=C(O)C1=C[C@@H](c2ccccc2)C[C@@H](OCCCCO)O1	-15.7	x
O=C(NCCc1cccs1)C1CC(c2ccc([N+](=O)[O-])cc2)=NO1 (centres undefined)	-9.5	x
O=c1[nH]c(C2CCCN(S(=O)(=O)c3ccc(F)cc3)C2)nc2c1nnn2Cc1ccccc1 (centres undefined)	1.1	0.2
C=CCC12C=C(OC)C(=O)OC(OC)(C1O)[C@H](c1ccc3c(c1)OCO3)[C@H]2C (some centres undefined)	-7.1	x
O=C(NCC1CCCO1)C1CC(c2ccccc2Cl)=NO1 (centres undefined)	2.9	x
NS(=O)(=O)c1ccc(CCNC2CC(=O)N(Cc3ccccc3)C2=O)cc1 (centres undefined)	7.0	-4.7

Reformatted: entries from further up
Order of results – RmlC RmlD mix	RT RNaseH block
Cc1nnc2sc(-c3ccco3)nn12
→ 8.9	4.1
CCN(CC)C(c1ccc(F)cc1)c1nnnn1CC1CCCO1 (centres undefined)
→ 6.0	x
Cc1cc(-c2ccccc2)nc2cc(C(N)=O)nn12
→ -8.6	6.1
COc1cc(Cl)c(C)cc1NC(=O)COC(=O)c1cnc(C)cn1
→ -5.4	-13.9
CCCn1nc2cc(C(=O)NCCCCc3ccccc3)ccc2c1OCC
→ -14.5	x
N#Cc1cccc(NC(=O)c2nc(-c3ccccc3)n(-c3ccccc3)n2)c1
→ -9.0	7.4
O=[N+]([O-])c1ccc(C(=S)N2CCN(Cc3ccccc3)CC2)cc1
→ 6.2	x
COc1cccc(NC(=O)N2CCN(Cc3nc4ccccc4c(=O)[nH]3)CC2)c1
→ x	-0.2
Cc1ccccc1NC1=NCC(C)S1 (centres undefined)
→ -9.9	-9.0
Cc1occc1C(=O)NCCc1ccc(Cl)cc1
→ -5.1	x
CCc1ccc2c(c1)C(c1cccs1)=NNC(c1cccnc1)=N2
→ -16.0	x
O=C(O)C1=C[C@@H](c2ccccc2)C[C@@H](OCCCCO)O1
→ -15.7	x
O=C(NCCc1cccs1)C1CC(c2ccc([N+](=O)[O-])cc2)=NO1 (centres undefined)
→ -9.5	x
O=c1[nH]c(C2CCCN(S(=O)(=O)c3ccc(F)cc3)C2)nc2c1nnn2Cc1ccccc1 (centres undefined)
→ 1.1	0.2
C=CCC12C=C(OC)C(=O)OC(OC)(C1O)[C@H](c1ccc3c(c1)OCO3)[C@H]2C (some centres undefined)
→ -7.1	x
O=C(NCC1CCCO1)C1CC(c2ccccc2Cl)=NO1 (centres undefined)
→ 2.9	x
NS(=O)(=O)c1ccc(CCNC2CC(=O)N(Cc3ccccc3)C2=O)cc1 (centres undefined)
→ 7.0	-4.7

(list continues)
SMILES	RmlC RmlD mix	RT RNaseH block
Cc1onc(-c2ccccc2Cl)c1C(=O)Nc1cnn(Cc2ccccc2)c1	-5.4	-22.4
COc1cc(CC2C(=O)N(C)C(=O)N(C)C2=O)ccc1OCc1ccccc1	-15.3	-23.6
O=C(NC1CC2CCCC(C1)N2C(=O)NCc1ccccc1)C1CC1 (centres undefined)	5.1	3.4
CC1CCCC(NC(=O)COC(=O)Cc2ccccc2)C1C (centres undefined)	-13.2	x
CC(C)CC(CO)N1CCN(C(=O)c2ccc(Cl)cc2)CCC1=O (centres undefined)	-10.3	x
Cc1ccc(S(=O)(=O)N2CCN(CCO)CC2)cc1-c1nnc2c3ccccc3c(C)nn12	-7.6	-19.8
C=CCn1c(SCC(=O)Nc2nc(C)cs2)nnc1C(NC(=O)c1ccccc1)C(C)C (centres undefined)	10.3	x
NS(=O)(=O)c1ccc(NC(=O)CSc2ccccn2)cc1	3.8	-7.4
COc1ccc(/C=N/OCC(=O)N2CC3(C)CC2CC(C)(C)C3)cc1OC (centres undefined)	5.6	x
NC(=O)CN1CCOCCN(CC(N)=O)CCOCC1	-1.0	-5.7
Cc1[nH]c2ccc(-c3n[nH]c(=S)n3C)cc2c1C	-13.1	-14.4
COc1ccc2c(CC(=O)OCC(=O)c3ccc(F)cc3)coc2c1	-8.8	1.7
CCOC(=O)c1cnc(SCC(=O)c2ccc3c(c2)OCCO3)nc1N	1.3	-0.1

From PubChem BioAssay
